# High-throughput results from PubChem BioAssay.
# FadD28 binding: inhibitors of FadD28 bisubstrate probe binding, primary screen, biochemical, fluorescence polarization, single point; inhibition, % at 12.5 µM; hit rate 0.22% among 360,000; Mycobacterium tuberculosis FadD28 fatty-acid-AMP ligase; in the data active means inhibition above about 8.5%, passing the limit was not always enough
# Yp Topo-I inh: Yersinia pestis topoisomerase I inhibitors, primary screen, biochemical, cleavage product accumulation, plate reader, single point | DNA topoisomerase I (Yersinia pestis CO92) | hit rate 0.064% among 360,000 | AID 504884, 2011 | Y. pestis Topo-I cleavage product accumulation | activity, % at 10 µM; in the data active means activity above about 50%, passing the limit was not always enough; further: inactives centre near 2
# TcdB inh: TcdB glycohydrolase inhibitors, primary screen, biochemical, single point, plate reader; hit rate 0.24% among 350,000; TcdB glycohydrolase enzymatic assay; Toxin B (Clostridioides difficile), P18177; AID 652162, 2013; inhibition, % at 9.99 µM; in the data active means inhibition above about 10%
# PfHsp40 yeast: rescue of yeast from PfHsp40 toxicity, primary screen, S. cerevisiae, ATP luminescence. S. cerevisiae expressing PfHsp40, growth rescue. growth rescue, % at 12.5 µM. hit rate 0.68% among 340,000; in the data active means growth rescue above about 28%, passing the limit was not always enough;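 further: yeast W303a lacking pdr1 and pdr3 grown in galactose medium; growth measured after three days at 30 °C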
# Vc quorum ag: inducers of Vibrio cholerae quorum light production without autoinducers, primary screen, BH1578 luxS cqsA deficient, single point; hit rate 0.16% among 350,000; AID 588436, 2011; V. cholerae BH1578 lux reporter, luminescence, 6 h; activation, % at 18.7 µM; in the data active means activation mostly above about 9.7%, no sharp cut-off; further: not every result past the cut was called active; inactives centre near 0; reference of the scale not given here
# Mtb UGM inh: M. tuberculosis UGM enzyme inhibitors, primary screen, biochemical, fluorescence polarization, single point | purified UGM, fluorescence polarization probe displacement | inhibition, % at 10 µM | hit rate 0.06% among 320,000; in the data active means inhibition above about 10%, passing the limit was not always enough
# Mtb FBA inh: Mtb FBA enzyme inhibitors, primary screen, biochemical, fluorescence, strain H37Rv. purified M. tuberculosis FBA, fluorescence read-out. Fructose-bisphosphate aldolase (Mycobacterium tuberculosis (strain ATCC 25618 / H37Rv)), …. hit rate 2.3% among 360,000. AID 588726, 2011. inhibition, % at 1 µM; in the data active means inhibition above about 27%;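 further: 0% = vehicle and 100% = reference inhibitor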
# Mtb BioA inh: M. tuberculosis BioA enzyme inhibitors, primary screen, biochemical, plate reader, single point, HTS; 7,8-diaminopelargonic acid synthase BioA (Mycobacterium tuberculosis); purified M. tuberculosis BioA enzyme; inhibition, % at 9.99 µM; hit rate 0.096% among 360,000; AID 602481, 2012; in the data active means inhibition above about 40%
# GDH-TPI inh: GDH-TPI coupling enzyme inhibitors, primary screen, artefact control for M. tuberculosis FBA inhibitor project, biochemical, absorbance, full deck; GDH-TPI coupled enzyme counterscreen, NADH absorbance; inhibition, % at 4.8 µM; hit rate 1.2% among 360,000; in the data active means inhibition above about 30%;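 further: 0% = DMSO wells and 100% = wells lacking the enzyme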
# The depositor's hits bear a star; i = inactive; . = not tested or not shown; & = joins results of further samples. An unsorted share of the library, and some 4.6% of all compounds hit somewhere here.
# The opening 4 records, to show the layout:
mol	PfHsp40 yeast	Mtb BioA inh	Yp Topo-I inh	TcdB inh	Mtb UGM inh	FadD28 binding	Vc quorum ag	GDH-TPI inh	Mtb FBA inh
CC(C)CCNC(=O)C1CC2Cn3c(nc4cc(Cl)c(Cl)cc43)C2N1C (stereo unspecified)	-0.1	0.1	15	0.2	3.2	-5.1	i	-1	1
CCn1c(-c2cccnc2Cl)nc2cc(C)c(C)cc21	0.3	.	7	.	-5.3	0.6	i	5	1
CCOC(=O)c1c(N2C(=O)C3CC(C)=C(C)CC3C2=O)sc(C)c1C (stereo unspecified)	-0.4	1.3	22	.	-1.5	-0.2	i	9	3
CS(=O)(=O)N1CCN(c2ccc([N+](=O)[O-])c3cccnc23)CC1	0.2	.	1	-0.7	1.7	-1.6	-0.2	9	-9

# This part in full, from the first entry:
mol	PfHsp40 yeast	Mtb BioA inh	Yp Topo-I inh	TcdB inh	Mtb UGM inh	FadD28 binding	Vc quorum ag	GDH-TPI inh	Mtb FBA inh
CC(C)CCNC(=O)C1CC2Cn3c(nc4cc(Cl)c(Cl)cc43)C2N1C (stereo unspecified)	-0.1	0.1	15	0.2	3.2	-5.1	i	-1	1
CCn1c(-c2cccnc2Cl)nc2cc(C)c(C)cc21	0.3	.	7	.	-5.3	0.6	i	5	1
CCOC(=O)c1c(N2C(=O)C3CC(C)=C(C)CC3C2=O)sc(C)c1C (stereo unspecified)	-0.4	1.3	22	.	-1.5	-0.2	i	9	3
CS(=O)(=O)N1CCN(c2ccc([N+](=O)[O-])c3cccnc23)CC1	0.2	.	1	-0.7	1.7	-1.6	-0.2	9	-9
O=C(Nc1ccc(N2CCOCC2)cc1)c1cc2ccccc2o1	-1.2	9.6	-10	.	0.4	-2.1	.	20	0
COc1ccc(C(=O)NC2CCCCC2)cc1OC1CCN(C(C)C)CC1	2.5	-0.7	-1	-0.9	0.3	-3.2	7.7	1	-1
CCCCOc1ccc(C(=O)N/C(=C/c2cccc([N+](=O)[O-])c2)C(=O)O)cc1	.	.	1	-0.1	1.9	0.7	-0.4	10	1
Cc1cc(NC(=O)CCC(=O)N(CC(=O)NC2CCCC2)Cc2ccco2)no1	1.2	0.9	-6	.	-2.4	0.5	i	-2	-1
CCN1CCc2c(OCC(=O)Nc3cccc(C)c3)cccc2C1=O	0.3	.	1	1.1	1.4	-1.6	-0.3	-1	-1
Cc1ccc(C(CC(=O)N2CCNCC2)c2ccccc2)c(O)c1C (stereo unspecified)	-0.1	-4.7	4	-0.2	1.2	-1.7	i	6	0
CCc1nnc(SCC(=O)N2CCCc3ccccc32)nc1CC	1.6	.	-1	.	0.0	-1.4	-0.2	4	3
COc1ccc(-c2cn3c(C)c(C(=O)NCCN4CCOCC4)sc3n2)cc1	-0.6	.	10	.	0.6	-3.5	-0.3	2	2
COc1cc(NC(=S)NCc2cccs2)cc(OC)c1	0.3	.	1	.	-4.0	0.6	-0.2	-2	3
CN1CCN(C(=O)Cc2nc3ccccc3[nH]2)CC1	-1.8	.	-5	1.4	1.0	-3.2	-13	-1	3
Cc1cc(C)c(C2C3=C(Nc4c2c(C)nn4-c2ccccn2)c2ccccc2C3=O)c(C)c1 (stereo unspecified)	-0.4	-2.7	1	.	3.2	-3.5	-0.4	-1	-2
CN(CCc1ccccn1)C(=O)CCC1CCCN(C(=O)c2cscn2)C1 (stereo unspecified)	-0.3	.	-5	-0.3	-2.4	0.7	-0.1	0	-1
COc1cc(/C=N/NC(=O)C2CC(=O)N(c3ccc(C)cc3)C2)cc(OC)c1OC (stereo unspecified)	3.3	-1.8	2	0.2	0.3	0.0	i	13	2
Cc1cn(S(=O)(=O)c2ccc(Cl)cc2)c(C)n1	-0.3	.	14	0.6	1.6	-5.2	-0.3	-6	1
COc1cc(/C=C(/C#N)c2nc3ccccc3[nH]2)ccc1OCC(=O)Nc1ccccc1C	-0.4	1.0	0	0.1	8.9	-7.0	5.3	14	-6
CC(C)NP(=O)(NC(C)C)OP(=O)(NC(C)C)NC(C)C	-1.7	-0.3	16	1.3	1.9	-2.0	i	3	0
COc1ccc(-c2cc3c(=O)n(CC(=O)NCc4ccccc4F)ncn3n2)cc1	0.0	-2.2	-1	0.0	-2.9	0.0	-0.2	5	4
CCOC(=O)NCc1ccc(Cl)c(Cl)c1	-1.5	0.8	6	.	-2.6	-1.9	-0.3	4	-2
CCn1c(=O)c2ccccc2n2c(SCC(=O)N3CCCc4ccccc43)nnc12	2.4	-3.4	-3	-1.1	-0.3	-1.3	i	4	6
N#CCC(=O)Nc1ccc(C(=O)NCCc2c[nH]c3ccccc23)cc1	-0.3	2.2	-18	2.7	0.9	-4.3	-0.2	-8	-3
CCCCCc1nc2sc3c(c2c(=O)n1NC(=O)c1ccc([N+](=O)[O-])cc1)CC(C)(C)OC3	3.6	.	2	-1.3	1.4	-3.3	0.3	2	0
CN1CCN(c2nc3ccccn3c(=O)c2/C=C(\C#N)S(=O)(=O)c2ccc(Cl)cc2)CC1	0.8	.	12	-1.4	0.1	-3.6	-0.7	13	1
CCSc1nnc(NC(=O)C(C)(C(F)(F)F)C(F)(F)F)s1	0.9	-0.7	7	.	-6.1	-0.5	-0.2	15	-2
Cc1c(C)c2ccc(OCC(=O)NCCN3CCOCC3)c(C)c2oc1=O	0.1	5.9	3	0.8	1.6	-1.3	-0.2	3	47*
Cc1ccc(C23CC4CC(CC(NC(=O)NN)(C4)C2)C3)cc1	-1.8	4.6	0	0.6	0.1	-5.0	i	3	0
COc1ccc(C(=O)N2CCC(C(=O)Nc3cccc(C)c3)CC2)cc1OC	-0.7	-0.2	5	0.0	0.8	0.9	-0.5	-1	-2
O=C(Nc1ncccc1O)c1cccc(S(=O)(=O)N2CCN(c3ccc(F)cc3)CC2)c1	0.2	0.2	-7	-2.6	.	-0.2	-0.4	12	3
Cc1cccc(NC(=O)CSCC(=O)OCc2ccccn2)c1	0.0	0.3	0	1.1	5.9	-1.5	i	3	4
COc1cc(OC)c2ccc(=O)oc2c1C(CCN1CCCCC1)c1ccc(N(C)C)cc1 (stereo unspecified)	0.1	-0.2	1	.	0.7	-2.7	-0.3	6	-1
Cc1ccc(S(=O)(=O)NC(Cc2ccc(Cl)cc2)C(=O)O)cc1 (stereo unspecified)	.	0.0	1	2.5	2.9	1.2	-0.5	3	1
O=C(/C=C/c1ccc(Cl)cc1Cl)OCC(=O)N1CCCC1	-0.7	-2.5	7	0.8	-1.1	0.6	i	-6	5
CCS(=O)(=O)n1nc(-c2ccco2)nc1N	1.7	.	15	-0.2	-1.1	-1.6	-0.5	3	-3
Cc1nnc(NC(=O)CSc2nnc(C)c(=O)n2N)s1	0.2	-2.5	2	-0.7	4.2	-0.2	-0.1	4	-1
CSc1ccccc1NC(=O)CN(C)CC(=O)c1[nH]c(C)c(C(C)=O)c1C	-0.5	6.1	-3	0.8	-0.6	-3.9	i	6	-5
O=C(C1CSC2(c3ccc(F)cc3)CCC(=O)N12)N1CCCCCC1 (stereo unspecified)	1.2	-0.9	-6	.	0.5	-2.6	4.0	-1	3
CC(C)Cn1c(SCC(=O)N2CCOCC2)nc2ccccc2c1=O	1.0	1.6	6	2.0	.	-0.2	i	6	3
CC1CCCN(S(=O)(=O)c2coc(C(N)=O)c2)C1 (stereo unspecified)	-0.3	-1.2	11	-0.3	-1.6	-0.8	-0.4	7	2
CCOC(=O)C1CCN(c2c(NCCCN(C)C3CCCCC3)c(=O)c2=O)CC1	-0.6	0.7	1	0.9	-0.2	-2.8	.	-6	-1
O=P(c1ccccc1)(c1ccccc1)C(O)c1cccs1 (stereo unspecified)	.	-1.3	-5	1.7	.	-2.4	-0.1	12	1
O=S(=O)(c1cccs1)N1CCN(c2cccc(Cl)c2)CC1	14	-2.6	22	-1.0	-1.0	-1.2	-0.5	5	-4
C[C@H](NC(=O)c1[nH]cnc1C(=O)Nc1ccon1)c1ccccc1	0.3	-1.6	7	1.9	1.0	-0.4	i	7	1
COc1ccc(C2(C(=O)NCCc3ccccc3)CCCC2)cc1OC	-1.3	-0.6	3	.	2.9	-4.0	-1.9	-14	-2
CCN1CCN(c2nc3c(C)cccn3c(=O)c2C=C(C#N)C#N)CC1	-1.2	3.0	-10	-0.7	4.2	-3.2	1.1	2	1
Cc1ccccc1OCc1n[nH]c(=S)n1Cc1ccccc1	0.9	2.0	4	.	1.7	-1.6	-0.6	1	2
O=C(Nc1nnc(-c2ccccc2)o1)NC1CCCCC1	0.0	-0.6	-3	.	-0.8	-0.2	3.8	5	24
CCCn1cnc2sc(C(N)=O)c(C)c2c1=O	1.5	4.9	1	.	-4.7	-4.3	-4.6	-5	2

# Later entries.
mol	PfHsp40 yeast	Mtb BioA inh	Yp Topo-I inh	TcdB inh	Mtb UGM inh	FadD28 binding	Vc quorum ag	GDH-TPI inh	Mtb FBA inh
CCCc1ncc(CN2CCCC(C(=O)Nc3ccc(-c4cccc(OC)c4)cc3)C2)cn1 (stereo unspecified)	1.6	-0.5	20	0.3	4.6	-3.6	i	2	4
CC(=O)Nc1ccc(C)cc1	-1.4	-0.7	-6	0.4	-1.1	-2.8	-0.3	-2	-1
COc1ccc2c(c1)CC/C2=N\NC(=O)c1ccccc1	-0.2	.	-2	.	-1.3	-3.0	-0.3	9	0
O=C1C(Cl)=C(NCCCO)C(=O)c2ccccc21	-0.9	2.6	-15	.	0.4	0.3	-0.4	13	-5
COc1ccccc1-c1cc(C(=O)NCc2cccs2)no1	-1.0	.	11	.	-0.8	-2.2	0.0	5	-6
Cc1ccc(NC(=O)Nc2cccc([N+](=O)[O-])c2)nc1	-1.1	.	-1	5.8	-1.5	-0.4	-0.3	-1	1
COc1cc(C(=S)N2CCOCC2)cc(OC)c1OC(=O)c1ccc(C)cc1	1.6	-0.4	7	-0.5	-2.4	-1.4	i	21	1
CCCOc1ccc(CNCCCOCC)cc1OC	0.6	0.0	6	1.2	-0.6	0.1	i	-5	3
CCCc1[nH][nH]c(=O)c1C(c1ccc(Cl)cc1)C(C#N)C#N (stereo unspecified)	-1.6	2.3	10	-2.1	-1.4	-9.6	-0.6	-3	-2
Cc1ccccc1NC(=O)COc1ccc2oc(=O)cc(C)c2c1	-0.8	-2.2	1	0.7	1.8	-0.3	-0.2	4	3
O=C(Nc1cccc(O)c1)c1cccc(NC(=O)c2cccs2)c1	-0.8	25	-4	-0.5	-0.6	-7.7	-8.8	-2	0
CCOC(=O)c1ccc(Oc2nc(N(C)C)nc(N3CCOCC3)n2)cc1	0.1	.	3	0.8	0.3	-1.0	2.3	-4	2
O=S(=O)(c1cccs1)N1CCN(c2ccccn2)CC1	-0.5	-1.6	-7	.	-0.6	-1.2	i	8	3
CCN(CC)C(=O)C1=C(C)N(Cc2ccc(F)cc2)C(=O)C(CC(=O)NC2CCCC2)C1 (stereo unspecified)	.	-0.3	5	-0.7	.	-3.8	i	-11	-1
C[C@@H]1CN([C@H](C)CO)C(=O)CCCn2cc(nn2)CO[C@H]1CN(C)C(=O)Nc1ccccc1F	.	-1.3&0.6&-0.2	7	0.4&0.8&0.4	.	0.1	-0.4	3	1
COc1ccc(C=CC(O)CCN2CCC3CCC(C3)C2)cc1 (stereo unspecified)	-0.9	1.2	-4	0.9	.	-3.7	i	1	-1
CCOC(=O)N1CCN(C(=O)CN(C)S(=O)(=O)c2ccc(OC)c(OC)c2)CC1	2.2	-0.2	3	.	0.1	-0.8	-0.3	1	3
